High-throughput results deposited in PubChem BioAssay by Sanford-Burnham Center for Chemical Genomics.
SENP7 block – SENP7 protease inhibition. 330,000 compounds, 1.5% hits. AID 434973. recombinant SENP7, Z-RLRGG-aminoluciferin luminescence, 40 min. Q9BQF6. inhibition, % at 5 µM;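 active = inhibition above about 50% at the single test dose, limit read from the data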;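 also: plate controls were DMSO with enzyme for no effect and no enzyme buffer wells for full effect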
Apaf1 inhib – blocks human Apaf-1 apoptosome activity; O14727; inhibition, % at 20 µM; reconstituted apoptosome caspase-3 activity, DEVD-Rh110 fluorescence; AID 489030; 330,000 compounds, 0.71% hits; active = inhibition of at least 40% at 20 µM;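 also: plate controls were DMSO wells for no effect and DEVD-CHO caspase inhibitor wells for full effect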
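Assay system: Apoptosome proteins | Medium: pH 7.5 Hepes buffer with CHAPS, BSA, DTT | Also added: Cytochrome c and DEVD-Rh110 substrate | Times: 30 min plus 50 min, RT | Detection: Rhodamine 110 fluorescence at Ex 480/Em 540 nm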
SENP6 block – blocks the human protease SENP6; Q9GZR1; Recombinant SENP6 catalytic domain, aminoluciferin luminescence; inhibition, % at 10 µM; 330,000 compounds, 1.8% hits; AID 2599;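 active = inhibition above about 50% at the single tested dose, limit read from the data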;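 also: plate controls were DMSO wells with enzyme for no effect and DMSO wells lacking enzyme for full effect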
SENP8 block-1 – blocks the human protease SENP8; Q96LD8; purified SENP8, Z-RLRGG-aminoluciferin cleavage, luminescence; inhibition, % at 10 µM; 330,000 compounds, 1.2% hits; AID 2540; in the data active = inhibition above about 50%
Target sequence (Q96LD8 whole entry, looked up): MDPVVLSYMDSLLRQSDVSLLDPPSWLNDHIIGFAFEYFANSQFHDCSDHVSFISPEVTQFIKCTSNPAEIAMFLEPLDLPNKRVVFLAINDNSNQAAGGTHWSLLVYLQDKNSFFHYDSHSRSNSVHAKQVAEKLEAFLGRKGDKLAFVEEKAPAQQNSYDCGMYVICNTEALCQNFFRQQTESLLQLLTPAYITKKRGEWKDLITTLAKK
SENP8 block-2 – blocks human SENP8 cleavage of Nedd8 substrate | Q96LD8 | recombinant SENP8, Nedd8 substrate fluorescence | inhibition, % at 20 µM | 360,000 compounds, 0.64% hits | AID 602440; in the data active = inhibition mostly above about 40%, no sharp cut-off; inactive = mostly below about 27%
A3G deaminase – blocks human APOBEC3G single-stranded DNA deamination. inhibition, % at 20 µM. recombinant A3G, ssDNA deamination FAM/TAMRA fluorescence. Q9HC16. 330,000 compounds, 0.28% hits;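 active = inhibition of at least 40% at 20 µM, with no more than 30% in the related APOBEC3A deaminase screen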;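 also: plate controls were DMSO wells with A3G for no effect and wells lacking A3G enzyme for full effect; some compounds called inactive have numbers as strong as hits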
Target sequence (Q9HC16 whole entry, looked up): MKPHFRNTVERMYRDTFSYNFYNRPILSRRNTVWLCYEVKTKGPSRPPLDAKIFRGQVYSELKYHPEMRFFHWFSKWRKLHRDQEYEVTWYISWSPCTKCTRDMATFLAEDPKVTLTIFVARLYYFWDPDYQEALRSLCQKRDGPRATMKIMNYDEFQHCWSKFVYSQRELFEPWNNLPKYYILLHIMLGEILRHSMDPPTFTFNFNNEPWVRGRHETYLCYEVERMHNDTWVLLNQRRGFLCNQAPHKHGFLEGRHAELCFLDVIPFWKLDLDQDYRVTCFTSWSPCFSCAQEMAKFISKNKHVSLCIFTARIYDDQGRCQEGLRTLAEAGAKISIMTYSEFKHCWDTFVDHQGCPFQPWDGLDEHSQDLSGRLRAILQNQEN
SENP1 inh – SENP1 (human) catalytic domain inhibition; recombinant SENP1 catalytic domain, CyPet-SUMO1-YPet FRET cleavage; inhibition, % at 10 µM; 360,000 compounds, 0.21% hits;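 active = inhibition at least 30% at 10 µM, raw YFP signal under a set limit, fluorescence ratio 0.5 to 1.5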;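 also: 0% = enzyme with DMSO and 100% = no enzyme wells; some results filed as inactive read as strong as hits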
Target sequence (Q9P0U3 419-644 limits assumed): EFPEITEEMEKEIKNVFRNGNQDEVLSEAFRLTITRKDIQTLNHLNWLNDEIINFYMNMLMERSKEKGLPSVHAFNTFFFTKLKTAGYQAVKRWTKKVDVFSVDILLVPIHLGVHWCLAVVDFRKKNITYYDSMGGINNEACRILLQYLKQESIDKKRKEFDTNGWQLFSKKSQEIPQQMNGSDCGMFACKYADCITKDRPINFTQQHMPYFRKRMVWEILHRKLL
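Controls: no-enzyme wells low, DMSO-plus-enzyme wells high control. Test system: human recombinant His6-tagged SENP1 catalytic domain enzyme. Reagent: SFCypet-SUMO1-SFYpet FRET protein substrate, 25 nM final. Doses: one dose per compound, 10 µM, 0.5% DMSO. Detection: FRET, CFP and YFP emission. Timing: 50 min reaction at room temperature.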
UBC13 polyUb – blocks human UBC13 polyubiquitin chain formation; inhibition, % at 20 µM; P61088; TR-FRET; 330,000 compounds, 0.47% hits; AID 485273; in the data active = inhibition above about 45%, passing the limit was not always enough
Target sequence (P61088 whole entry, looked up): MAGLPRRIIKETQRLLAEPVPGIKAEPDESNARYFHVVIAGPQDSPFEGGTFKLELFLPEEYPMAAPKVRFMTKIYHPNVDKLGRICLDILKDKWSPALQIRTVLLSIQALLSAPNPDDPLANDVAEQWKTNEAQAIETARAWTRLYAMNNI
Numbers without * were called inactive; i = inactive; . = no result given.

Labels used below – A = SENP7 block; B = Apaf1 inhib; C = SENP6 block; D = SENP8 block-1; E = SENP8 block-2; F = A3G deaminase; G = SENP1 inh; H = UBC13 polyUb
Cc1ccc(S(=O)(=O)C(C#N)c2nc3ccccc3nc2N2CC(C)OC(C)C2)cc1C (configuration not stated)
  A = 8 | B = 35 | C = 18 | D = 10 | E = -194 | F = -1 | G = -36 | H = -29
COc1cc2nc(Cl)nc(N3CCN(C)CC3)c2cc1OC
  A = -6 | B = -7 | C = -13 | D = 6 | E = . | F = -5 | G = . | H = 1
COc1cccc(NC(=S)NCc2cccs2)c1
  A = 1 | B = -2 | C = -10 | D = -4 | E = 8 | F = -8 | G = -1 | H = 3
COc1cc2c(cc1OC)/C(=C/c1ccc(Cl)cc1)C(=O)OC2
  A = -3 | B = 8 | C = -4 | D = -1 | E = -7 | F = -3 | G = -1 | H = 6
CCCCS(=O)(=O)/C=C\C1C2C=CC(C2)C1S(=O)(=O)CCCC (configuration not stated)
  A = 0 | B = -1 | C = 16 | D = 2 | E = 24 | F = -5 | G = 2 | H = 4
CCOC(=O)c1c(/N=C/N(C)C)sc(/C=N/Nc2ccccc2)c1-c1ccccc1
  A = 1 | B = 3 | C = 9 | D = 8 | E = -294 | F = 4 | G = -28 | H = -1
Cc1ccc(CNC(=O)CN2CCN(Cc3ccc(C)cc3)C2=O)cc1
  A = -12 | B = 9 | C = -16 | D = -14 | E = 7 | F = -10 | G = 2 | H = -9
CCCN1CCC(NC(=S)Nc2ccc(OC)c(OC)c2)CC1
  A = -3 | B = -4 | C = -16 | D = -3 | E = 14 | F = -5 | G = -1 | H = 2
CCc1nc2oc3cc(OC)ccc3c(=O)c2c(=O)n1Cc1ccccc1
  A = -6 | B = 6 | C = -13 | D = 2 | E = -2 | F = -3 | G = -9 | H = 2
Cc1sc2ncnc(N=Nc3c(O)[nH]c4ccccc34)c2c1C
  A = 4 | B = 5 | C = -2 | D = -7 | E = 22 | F = 1 | G = 18 | H = -14
CC1CCCCN1C(=O)C1CCCCN1S(=O)(=O)c1cccc([N+](=O)[O-])c1 (configuration not stated)
  A = 0 | B = 2 | C = 7 | D = -8 | E = 14 | F = -1 | G = 1 | H = -5
C=CCNC(=S)N1CCN(CCN=Cc2c(C)[nH]n(-c3ccc([N+](=O)[O-])cc3)c2=O)CC1
  A = 87* | B = 20 | C = 2 | D = 61* | E = 3 | F = 2 | G = 3 | H = -4
COc1ccccc1C(=O)N/C(=C/c1ccc(Br)cc1)C(=O)NCCO
  A = 5 | B = -24 | C = -13 | D = 1 | E = 9 | F = -1 | G = 2 | H = 0
CCOc1ccc(NC(=O)c2c(NC(=O)CN3CCCC3)sc3c2CCC3)cc1
  A = -4 | B = -4 | C = -19 | D = -7 | E = -20 | F = -11 | G = -1 | H = 5
CCOC(=O)N1CCN(C(=O)c2ccc(S(=O)(=O)c3ccc(C)cc3)c(NC(C)=O)c2)CC1
  A = 5 | B = 6 | C = -6 | D = 2 | E = -6 | F = 17 | G = -1 | H = -11
NC(=O)CC(NC(=O)Cc1ccc(Br)cc1)c1ccc(NCCN2CCCC2)c([N+](=O)[O-])c1 (configuration not stated)
  A = 2 | B = 3 | C = -3 | D = -5 | E = 21 | F = -6 | G = 0 | H = -26
C[C@H](NC(=O)OC(C)(C)C)C(=O)N/N=C/c1ccc2nccnc2c1
  A = -2 | B = -2 | C = -28 | D = -10 | E = -33 | F = -9 | G = 1 | H = -7
CCOc1ccc(-c2nnn(CC(=O)c3cc(OC)ccc3OC)n2)cc1
  A = 3 | B = -5 | C = -7 | D = -2 | E = -262 | F = -2 | G = 4 | H = 43
C=CCN(C(=O)CSc1nc2[nH]ncc2c(=O)n1-c1ccccc1OC)c1ccccc1
  A = -13 | B = 9 | C = -10 | D = 1 | E = 0 | F = -6 | G = 1 | H = -19
CSc1nnc(-c2sccc2OCc2ccc(C)cc2)n1C
  A = -5 | B = -4 | C = 5 | D = -8 | E = -1 | F = -5 | G = 0 | H = 7
CC(=O)Nc1ccc(S(=O)(=O)NCCN2CCOCC2)cc1
  A = 27 | B = -2 | C = -9 | D = 8 | E = 10 | F = -1 | G = 3 | H = -1
Cn1nc(CC(=O)NC2CCCCCC2)c2ccccc2c1=O
  A = -6 | B = -2 | C = 9 | D = 9 | E = 10 | F = -6 | G = 0 | H = 10
Cc1ccc(/C=N/NC(=O)CNC(=O)c2cccs2)cc1
  A = -6 | B = -2 | C = -13 | D = -6 | E = 5 | F = -2 | G = 1 | H = 2
COc1cc(NC(=O)c2ccccc2)c(OC)cc1NC(=O)CN1CCCCC1
  A = 10 | B = 4 | C = 13 | D = 10 | E = 8 | F = 1 | G = 0 | H = -1
O=C(CCCN1CCC(C(=O)c2ccc(F)cc2)CC1)c1ccc(F)cc1
  A = -10 | B = -9 | C = 0 | D = -8 | E = 24 | F = -11 | G = -8 | H = 15
CCOC(=O)c1ccccc1NC(=S)N1CCC(C(N)=O)CC1
  A = 3 | B = -12 | C = -15 | D = -9 | E = -30 | F = -7 | G = 5 | H = -11
CCOC(=O)c1cc(S(=O)(=O)NCc2ccc3c(c2)OCO3)cn1C
  A = 7 | B = -2 | C = 16 | D = 2 | E = 7 | F = 0 | G = -1 | H = 1
CCn1cc(C(=O)O)c(=O)c2cnc(N3CCN(C(=S)NC(=O)c4ccc(F)c(F)c4)CC3)nc21
  A = 7 | B = 9 | C = -4 | D = -4 | E = -56 | F = -8 | G = 0 | H = -2
O=C1CC(c2ccccc2)Sc2nc(-c3ccccc3)c(-c3ccccc3)n21 (configuration not stated)
  A = 7 | B = 14 | C = -19 | D = -6 | E = -67 | F = -5 | G = 1 | H = -2
CCOC(=O)C(=Cc1ccccc1OC)C(=O)OCC
  A = 0 | B = -4 | C = 14 | D = 7 | E = 4 | F = 0 | G = -1 | H = 6
Cc1nnsc1S(=O)c1ccc(Br)cc1 (configuration not stated)
  A = -4 | B = 7 | C = -14 | D = -6 | E = 18 | F = -5 | G = 0 | H = 2
CCOc1cc(/C=C/C(=O)NCCc2ccc(S(N)(=O)=O)cc2)ccc1OCC(C)C
  A = 3 | B = -13 | C = 9 | D = 12 | E = -89 | F = -4 | G = 1 | H = 4
COc1cc(/C=C2/C(=O)ON=C2C)cc(Cl)c1O
  A = 4 | B = 8 | C = -6 | D = 4 | E = 12 | F = -1 | G = -1 | H = i
Cc1cc2c3c(c1C)C1(C(=O)N3C(C)(C)CC2C)C(C#N)=C(N)Oc2n[nH]c(C)c21 (configuration not stated)
  A = 6 | B = 13 | C = -2 | D = -3 | E = -1 | F = -1 | G = -1 | H = 3
C=CCN1c2ccccc2[C@]23C[C@@H](C(=O)OC)N(C(=O)NC4CCCC4)C2=NC(C(=O)OC)=C(C(=O)OC)[C@H]13
  A = -9 | B = -3 | C = 9 | D = -2 | E = -4 | F = -9 | G = 1 | H = -6
O=C(NNC(=O)c1cccnc1)Nc1ccc(Cl)c(Cl)c1
  A = 3 | B = 3 | C = -5 | D = 4 | E = 14 | F = 0 | G = 0 | H = 0
CC(C)c1ccc(/C=N/NC(=O)C(=O)NCCCN2CCOCC2)cc1
  A = -5 | B = 3 | C = -3 | D = -4 | E = 11 | F = -7 | G = 3 | H = -10
Cc1ccccc1C(=O)Nc1cccc(N)c1
  A = 6 | B = -4 | C = -8 | D = -11 | E = -20 | F = -4 | G = -2 | H = 2
COc1ccc(/C(C)=N/OCC(=O)N=Nc2c(O)[nH]c3ccc(Br)cc23)cc1
  A = 5 | B = 11 | C = 5 | D = 0 | E = 20 | F = -5 | G = 3 | H = -22
CN(C(=O)C1CCC(=O)N(CCc2ccc(Cl)cc2)C1)C1CCOCC1 (configuration not stated)
  A = -4 | B = -12 | C = -17 | D = -4 | E = 1 | F = -1 | G = 1 | H = 1

SENP7 block, entries above that show a hit.
structure	SENP7 block	SENP6 block	A3G deaminase	SENP1 inh	UBC13 polyUb
C=CCNC(=S)N1CCN(CCN=Cc2c(C)[nH]n(-c3ccc([N+](=O)[O-])cc3)c2=O)CC1	87*	2	2	3	-4

Compound profiles (already shown). Order of values: SENP7 block | Apaf1 inhib | SENP6 block | SENP8 block-1 | SENP8 block-2 | A3G deaminase | SENP1 inh | UBC13 polyUb
CCOC(=O)c1cc(S(=O)(=O)NCc2ccc3c(c2)OCO3)cn1C is listed with 7 | -2 | 16 | 2 | 7 | 0 | -1 | 1
C=CCN1c2ccccc2[C@]23C[C@@H](C(=O)OC)N(C(=O)NC4CCCC4)C2=NC(C(=O)OC)=C(C(=O)OC)[C@H]13 is listed with -9 | -3 | 9 | -2 | -4 | -9 | 1 | -6
CSc1nnc(-c2sccc2OCc2ccc(C)cc2)n1C is listed with -5 | -4 | 5 | -8 | -1 | -5 | 0 | 7

Following part:
Labels used below – A = SENP7 block; B = Apaf1 inhib; C = SENP6 block; D = SENP8 block-1; E = SENP8 block-2; F = A3G deaminase; G = SENP1 inh; H = UBC13 polyUb
CCN(Cc1ccncc1)S(=O)(=O)c1ccc(C(C)=O)cc1
  A = -9 | B = -4 | C = 4 | D = -4 | E = -7 | F = -7 | G = 1 | H = 9
O=c1cc(-c2ccsc2)oc2cc(-c3ccc4c(c3)OCO4)ccc12
  A = -1 | B = 20 | C = -3 | D = 1 | E = i | F = -6 | G = -3 | H = 19
CC(C)N(CCc1ccncc1)C(=S)Nc1cccc(Cl)c1
  A = 5 | B = -19 | C = -2 | D = -1 | E = 23 | F = -7 | G = -1 | H = 15
CCCCNC(=S)NNC(=O)c1ccc(Br)o1
  A = -3 | B = 8 | C = -11 | D = -6 | E = 18 | F = -8 | G = 0 | H = -5
O=C1CN(C(=O)CSc2nc(-c3ccc(Cl)cc3)cs2)c2ccccc2N1
  A = 1 | B = 2 | C = -1 | D = -4 | E = 2 | F = -2 | G = -3 | H = -1
Cc1cc(NCc2ccccc2)nc(-c2ccccc2O)n1
  A = -8 | B = 1 | C = -14 | D = -5 | E = -297 | F = -6 | G = -9 | H = 33
O=C(NCCCN1CCOCC1)c1ccccc1NS(=O)(=O)c1cc([N+](=O)[O-])ccc1Cl
  A = -2 | B = -17 | C = 3 | D = 1 | E = 16 | F = -6 | G = 0 | H = 2
O=C(CSc1nnc2c(n1)[nH]c1ccccc12)OCc1ccccc1
  A = -6 | B = -5 | C = -1 | D = -2 | E = 13 | F = 3 | G = 1 | H = -1
C=C(c1cccc2ccccc12)P(=O)(O)O
  A = 5 | B = 0 | C = 7 | D = 3 | E = 12 | F = -5 | G = 1 | H = 4
CC(Sc1cccc[n+]1[O-])C(=O)Nc1ccc(Oc2ccccc2)cc1 (configuration not stated)
  A = -4 | B = -3 | C = -4 | D = -1 | E = -3 | F = -6 | G = -1 | H = 10
COc1cccc(C2C(C(=O)Nc3ccc(C)cc3C)=C(C)Nc3ncnn32)c1OC (configuration not stated)
  A = -3 | B = 0 | C = -9 | D = 3 | E = -9 | F = -3 | G = 0 | H = 5
CCCc1cc(C(=O)N2CCN(c3ccccc3C)CC2)cs1
  A = -4 | B = 16 | C = -1 | D = -8 | E = 11 | F = -8 | G = 1 | H = 15
O=S(=O)(c1cccc(Cl)c1Cl)N1CCN(C(=S)NCCCN2CCOCC2)CC1
  A = -1 | B = -4 | C = 3 | D = -11 | E = 12 | F = -15 | G = -2 | H = -10
